Alkaline phosphatase: human TNAP enzyme inhibitors, biochemical, luminescent (AID 518); 64,000 tested, 0.09% active; inhibition, % at 20 µM, or IC50 in µM where a hit was titrated; purified TNAP enzyme, luminescent substrate readout; higher % means a stronger effect; in the data active = a potency from the dose series; inactive = the rest, 99 in 100 with inhibition below about 22%;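 note: plate controls were vehicle for no effect and reference inhibitor for full effect; many of its hits are not listed in these tables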
Spn MK inh: S. pneumoniae mevalonate kinase inhibition | purified MK, PK/LDH-coupled NADH absorbance 340 nm | 65,000 tested, 0.48% active | AID 555 | inhibition, % at 10 µM;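 active = ranked among the strongest by inhibition in the single 10 µM screen, a fixed top-ranked set picked for dose follow-up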; note: no value below 0 was filed
HT1080 cytotoxicity: HT1080 cell viability loss – fluorescence readout (AID 620); HT1080 viability, fluorescence; higher % means a stronger effect; cytotoxicity, % at 10 µM, or EC50 in µM where a hit was titrated; 87,000 tested, 0.42% active;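 note: cells exposed to compound overnight then 4 h with Alamar Blue; 0% = vehicle DMSO and 100% = killing control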
Bfl-1 inhibitors: Bfl-1 inhibitors, primary screen, biochemical, fluorescence polarization, FITC-Bid, mouse (AID 432). displacement, % at 20 µM; hits with a dose series show IC50 in µM. FITC-Bid BH3 peptide fluorescence polarization displacement; higher % means a stronger effect. 64,000 tested, 0.02% active; in the data active = a potency from the dose series; inactive = the rest, 99 in 100 with displacement below about 15%; note: strong numbers were not always called active
HPDE-C7 viability: HPDE-C7 pancreatic duct cell viability loss – fluorescence, HTS (AID 430). HPDE-C7 pancreatic duct cells viability, fluorescence; higher % means a stronger effect. cytotoxicity, % at 10 µM; hits with a dose series show EC50 in µM. 63,000 tested, 1.8% active;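 note: cells exposed to compound for 48 hours before viability readout; 0% = vehicle and 100% = reference cytotoxic drug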
KRASV12 cytotoxicity: viability loss of HPDE-C7K cells – cell-based, fluorescence, HTS, primary screen (AID 431); one-dose cytotoxicity, % at 10 µM; EC50 in µM for titrated hits; HPDE-C7K KRASV12 cells, Alamar Blue viability, 48 h; higher % means a stronger effect; 63,000 tested, 1.7% active;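 active = compounds whose percent cytotoxicity in the single-dose primary screen, scaled between solvent and toxic-drug controls, exceeds 50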;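 note: 0% = DMSO solvent wells and 100% = doxorubicin-treated wells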
PMK inhibit: blocks S. pneumoniae phosphomevalonate kinase. purified PMK, PK/LDH-coupled NADH absorbance 340 nm. inhibition, % at 10 µM. 65,000 tested, 0.49% active. AID 539;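 active = top-ranked compounds by inhibition in the single 10 µM screen, taking a fixed number of the strongest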;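 note: 0% = full reaction with DMSO carrier and 100% = background rate without enzyme reaction; no value below 0 was filed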
LYP phosphatase: inhibition of human PTPN22 tyrosine phosphatase – biochemical, DiFMUP fluorescence, recombinant catalytic domain, 10 µM, primary screen (AID 606); inhibition, % at 10 µM, or IC50 in µM where a hit was titrated; recombinant LYP catalytic domain, DiFMUP fluorescence; higher % means a stronger effect; 52,000 tested, under 10 active;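 active = IC50 under 40 µM in the dose-response test; inactive = IC50 of 40 µM or more, or never dose-tested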
DPM-DC inhibit: S. pneumoniae DPM-DC inhibition. purified DPM-DC, PK/LDH coupled NADH fluorescence. calls only at 10 µM. 65,000 tested, 0.49% active. AID 556;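 active = the 320 compounds with the highest percent inhibition in the single-dose primary screen, excluding strongly autofluorescent ones, cut at about 32% in these data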;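 note: kinetic rate of NADH fluorescence loss reporting ADP formed by the decarboxylase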
PMK inhibit pilot replicates: recorded beside PMK inhibit, whose call it bears; inhibition, %; measured here: pilot screen replicates
Spn MK inh pilot replicates: recorded beside Spn MK inh, whose call it bears; inhibition, %; measured here: pilot screen replicates
DPM-DC inhibit pilot screen %: second read-out of DPM-DC inhibit, no call of its own (marks repeat the call); inhibition, %; measured here: pilot screen trials
* marks the source's active call; other numbers are inactive results; i = inactive; . = not tested or not shown. Cut-off read from the data, not from the text of the source, unless noted: active = cytotoxicity above about 50%; inactive = the rest.

Start of the data: the first 3 compounds (preview)
SMILES	Alkaline phosphatase	Spn MK inh	HT1080 cytotoxicity	Bfl-1 inhibitors	HPDE-C7 viability	KRASV12 cytotoxicity	PMK inhibit	LYP phosphatase	DPM-DC inhibit	others
c1cnc(Oc2ccc(-c3nnco3)cc2)cn1	7%	0	-2%	0%	-9%	-10%	5	-5%	i
COCC(C)n1c(C)cc(C(=O)COC(=O)c2oc3ccccc3c2C)c1C (stereo unspecified)	11%	0	-2%	3%	-5%	3%	13	.	i
COc1ccc(C)cc1NC(=O)NC1CCN(Cc2ccccc2)CC1	7%	11	3%	0%	.	.	11	-4%	i

Main list, from the first entry:
SMILES	Alkaline phosphatase	Spn MK inh	HT1080 cytotoxicity	Bfl-1 inhibitors	HPDE-C7 viability	KRASV12 cytotoxicity	PMK inhibit	LYP phosphatase	DPM-DC inhibit	others
c1cnc(Oc2ccc(-c3nnco3)cc2)cn1	7%	0	-2%	0%	-9%	-10%	5	-5%	i
COCC(C)n1c(C)cc(C(=O)COC(=O)c2oc3ccccc3c2C)c1C (stereo unspecified)	11%	0	-2%	3%	-5%	3%	13	.	i
COc1ccc(C)cc1NC(=O)NC1CCN(Cc2ccccc2)CC1	7%	11	3%	0%	.	.	11	-4%	i
COCCSc1ccccc1C(=O)Nc1nccs1	10%	8	.	-1%	-10%	-7%	0	.	i
COc1cc(NC(=O)Cc2ccccc2OC)cc(OC)c1	4%	8	11%	6%	-6%	-6%	1	-9%	i	PMK inhibit pilot replicates=0.0;Spn MK inh pilot replicates=0.0;DPM-DC inhibit pilot screen %=0.0
O=C(CNS(=O)(=O)c1ccc(Br)s1)NCc1ccc2c(c1)OCO2	7%	1	-4%	5%	-5%	-4%	14	-3%	i
CCCCS(=O)(=O)NC1=NCN(Cc2ccco2)CN1	9%	11	3%	1%	-16%	-11%	4	.	i
CCN(CC)CCOC(=O)c1ccc(NC(=O)CCNC(=O)Cn2ccc3ccccc3c2=O)cc1	6%	0	.	0%	-10%	0%	19	.	i
COC(=O)c1ccc(COc2ncnc3c(Cl)cc(Cl)cc23)o1	16%	1	.	-1%	-13%	5%	8	.	i	PMK inhibit pilot replicates=3.5;Spn MK inh pilot replicates=2.0;DPM-DC inhibit pilot screen %=1.0
CC(=O)N1C(=O)c2cccc3cccc(c23)C(=O)N1C(C)=O	10%	11	3%	-11%	18%	28%	0	-3%	i	PMK inhibit pilot replicates=5.0;Spn MK inh pilot replicates=2.5;DPM-DC inhibit pilot screen %=16
O=C(CSc1nc2ccccc2c(=O)n1Cc1ccco1)c1ccc(F)cc1	10%	6	1%	2%	-8%	-21%	8	-2%	i
Cc1nc2ccc(Nc3nc4cc(S(=O)(=O)N5CCOCC5)ccc4o3)cc2s1	1%	8	12%	-2%	0%	-12%	11	4%	i
c1ccc(-c2cn3cccnc3n2)cc1	7%	6	4%	-2%	2%	1%	18	0%	.	PMK inhibit pilot replicates=2.0;Spn MK inh pilot replicates=0.0
CCCn1c(SCC(=O)NCCc2ccccc2)nnc1-c1cccnc1	5%	3	-3%	-9%	-9%	-23%	10	-7%	i
COCCNC(=O)C(c1ccccc1)N(CCOC)C(=O)Cn1nnc2ccccc21 (stereo unspecified)	9%	2	-5%	5%	-11%	9%	7	-6%	i
Cc1cc(C)nc(NC(=O)c2ccc(OC(C)C)cc2)n1	12%	4	-1%	0%	-28%	-20%	7	6%	i	PMK inhibit pilot replicates=0.0;Spn MK inh pilot replicates=0.0;DPM-DC inhibit pilot screen %=0.0
Cc1nc2ncnn2c(C)c1CCC(=O)NC(C)CCc1ccco1 (stereo unspecified)	5%	0	3%	-3%	3%	3%	11	-3%	i
COc1ccc(C2C(C(=O)Nc3cccc(C)n3)c3ccccc3C(=O)N2C)cc1 (stereo unspecified)	4%	9	-10%	-10%	-10%	2%	7	.	i
O=C(CSc1nnnn1-c1ccc(F)cc1)NC1CCCCC1	10%	15	-2%	-6%	-10%	-18%	3	6%	i
CC(C)OCCCNC(=O)c1ccc2c(c1)ncn2C1CCCC1	6%	2	-5%	-2%	0%	0%	20	22%	i
O=C(N1CCCCCC1)N1CCN(C(=O)N2CCOCC2)CC1	14%	3	5%	-5%	18%	20%	3	12%	i	PMK inhibit pilot replicates=7.0;Spn MK inh pilot replicates=5.5;DPM-DC inhibit pilot screen %=1.5
CCOc1ccc2ccccc2c1C(=O)N1CCOCC1	-13%	6	7%	-7%	2%	-1%	4	20%	i
CC1=Nn2c(nnc2-c2n[nH]c3c2CCC3)SC1	9%	2	12%	-4%	-4%	-1%	7	6%	i
CCOC(=O)C1CCN(c2c(NCCCN3CCN(Cc4ccccc4)CC3)c(=O)c2=O)CC1	5%	11	2%	-7%	-12%	-8%	1	-5%	i
CCCCCCSc1nc2c(c(=O)[nH]c(=O)n2C)n1C	12%	0	12%	0%	-7%	0%	0	6%	i

Three entries out of the list, arranged by number of heavy atoms, highest first:
SMILES	Alkaline phosphatase	Spn MK inh	HT1080 cytotoxicity	Bfl-1 inhibitors	HPDE-C7 viability	KRASV12 cytotoxicity	PMK inhibit	LYP phosphatase	DPM-DC inhibit	others
COC(=O)c1ccc(COc2ncnc3c(Cl)cc(Cl)cc23)o1	16%	1	.	-1%	-13%	5%	8	.	i	PMK inhibit pilot replicates=3.5;Spn MK inh pilot replicates=2.0;DPM-DC inhibit pilot screen %=1.0
CC(=O)N1C(=O)c2cccc3cccc(c23)C(=O)N1C(C)=O	10%	11	3%	-11%	18%	28%	0	-3%	i	PMK inhibit pilot replicates=5.0;Spn MK inh pilot replicates=2.5;DPM-DC inhibit pilot screen %=16
COCCSc1ccccc1C(=O)Nc1nccs1	10%	8	.	-1%	-10%	-7%	0	.	i

Further compounds
SMILES	Alkaline phosphatase	Spn MK inh	HT1080 cytotoxicity	Bfl-1 inhibitors	HPDE-C7 viability	KRASV12 cytotoxicity	PMK inhibit	LYP phosphatase	DPM-DC inhibit	others
O=c1c(-c2ccccc2)n[nH]c2ccccc12	-3%	3	2%	2%	-1%	-6%	13	.	i
CCn1c(Cc2ccccc2)nnc1SCc1nc2ccccc2c(=O)[nH]1	12%	6	0%	2%	1%	8%	9	10%	i
Nc1nc(-c2ccccc2)cc(-c2ccccc2O)n1	6%	0	49%	-6%	-14%	-14%	3	0%	i
COc1ccc(NC(=O)NCCCN2CCc3ccccc3C2)cc1	2%	10	5%	-2%	-3%	3%	2	18%	i
O=C(c1ccco1)N1CCN(C(c2ccc(F)cc2)c2nnnn2Cc2cccs2)CC1 (stereo unspecified)	12%	9	26%	2%	7%	7%	16	9%	i
COc1ccccc1NC(=O)c1ccc(S(=O)(=O)N(C)C)cc1	3%	0	6%	-1%	3%	5%	11	13%	i
Cc1cccc(NC(=O)CSc2nnc(-c3ccco3)o2)c1C	7%	4	-5%	-5%	-2%	-11%	0	-4%	i
Cn1ccnc1SCC(=O)NC1CCCCC1	5%	4	13%	-13%	25%	18%	0	.	i
COc1cc(NC(=O)CSc2nnc3n2C(C)(C)Cc2ccccc2-3)cc(OC)c1	11%	8	-9%	0%	49%	38%	8	3%	i
O=C(OCN1C(=O)c2ccccc2C1=O)C1CCCCC1	16%	0	6%	-8%	-16%	-3%	6	-6%	i	PMK inhibit pilot replicates=1.5;Spn MK inh pilot replicates=0.0;DPM-DC inhibit pilot screen %=1.0
CN(C)CCN(Cc1ccccc1)c1ccnc(N(C)C)c1C#N	-1%	56*	5%	-3%	-24%	-19%	7	-5%	i
CC1Cc2nc(SCC(=O)NCc3ccco3)n(Cc3ccccc3)c(=O)c2S1 (stereo unspecified)	10%	6	-6%	3%	-4%	-3%	6	12%	i
O=C(CN1CCOCC1)OCCCC1CCCCC1	12%	11	29%	6%	5%	5%	9	-12%	i
Cn1c(SCC(=O)Nc2nccs2)nnc1-c1ccncc1	7%	0	-4%	2%	-7%	-10%	19	7%	i
CCOC(=O)c1c(C)n(C)c2ccc(OC)c(NC(=O)CN3CCCCC3)c12	6%	2	4%	2%	2%	-15%	0	.	i
CCOC(=O)c1nc(N)c(=O)n(-c2ccccc2)n1	10%	12	-2%	-2%	-3%	4%	16	.	i
O=C(CSc1nc2ccccc2s1)N1CCOCC1	5%	3	-4%	0%	-9%	0%	10	10%	i	PMK inhibit pilot replicates=0.0;Spn MK inh pilot replicates=1.0;DPM-DC inhibit pilot screen %=0.0
Oc1ccc(CN2CCCc3ccccc32)c2cccnc12	3%	0	-10%	-3%	35%	37%	13	10%	i
CS(=O)(=O)N1CCCC(C(=O)NCCCN2CCC(Cc3ccccc3)CC2)C1 (stereo unspecified)	16%	0	27%	-2%	7%	11%	20	12%	i	PMK inhibit pilot replicates=5.0;Spn MK inh pilot replicates=6.5;DPM-DC inhibit pilot screen %=2.0
CCOc1ccc(Nc2c3c(nc4ncnn24)CC(C)CC3)cc1 (stereo unspecified)	4%	0	0%	1%	6%	4%	7	.	i
O=C1c2oc3ccccc3c(=O)c2C(c2cccc(O)c2)N1c1ccccn1 (stereo unspecified)	11%	5	3%	-1%	-5%	1%	10	0%	i
CCOc1ncccc1C(=O)OCc1cn2cc(Cl)ccc2n1	13%	4	0%	-2%	4%	18%	10	.	i
CCOc1cc(-c2c(C#N)c(N)nc3c2CCCC3C)ccc1O (stereo unspecified)	12%	4	9%	-1%	-10%	-6%	10	.	i
CCOC(=O)N1CCN(C(=O)Nc2ccc(Cl)cc2)CC1	18%	12	6%	-7%	6%	9%	7	-6%	i	PMK inhibit pilot replicates=5.5;Spn MK inh pilot replicates=4.5;DPM-DC inhibit pilot screen %=0.0
COc1ccc(-c2cn3cccnc3n2)cc1NC(=O)CC(C)C	7%	0	7%	9%	-6%	0%	14	12%	.

Three entries drawn at random from the list so far:
SMILES	Alkaline phosphatase	Spn MK inh	HT1080 cytotoxicity	Bfl-1 inhibitors	HPDE-C7 viability	KRASV12 cytotoxicity	PMK inhibit	LYP phosphatase	DPM-DC inhibit	others
O=C1c2oc3ccccc3c(=O)c2C(c2cccc(O)c2)N1c1ccccn1 (stereo unspecified)	11%	5	3%	-1%	-5%	1%	10	0%	i
COc1ccc(NC(=O)NCCCN2CCc3ccccc3C2)cc1	2%	10	5%	-2%	-3%	3%	2	18%	i
CCOC(=O)N1CCN(C(=O)Nc2ccc(Cl)cc2)CC1	18%	12	6%	-7%	6%	9%	7	-6%	i	PMK inhibit pilot replicates=5.5;Spn MK inh pilot replicates=4.5;DPM-DC inhibit pilot screen %=0.0
